Screening results as filed in PubChem.
M1 ag: human M1 muscarinic receptor agonists, primary screen, Fluo-8 calcium fluorescence, CHO-K1 cells, HTS. AID 588814, 2011. 0.33% of 360,000 active. CHO-K1 hM1, agonist mode; 0% DMSO, 100% acetylcholine EC100. activation, % at 3 µM;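 active = activation above the run's mean compound activation plus 3 SD, cut at about 16% in these data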;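 note: peak over basal fluorescence ratio within a 140 s kinetic read after compound addition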
Target sequence (P11229 whole entry, looked up): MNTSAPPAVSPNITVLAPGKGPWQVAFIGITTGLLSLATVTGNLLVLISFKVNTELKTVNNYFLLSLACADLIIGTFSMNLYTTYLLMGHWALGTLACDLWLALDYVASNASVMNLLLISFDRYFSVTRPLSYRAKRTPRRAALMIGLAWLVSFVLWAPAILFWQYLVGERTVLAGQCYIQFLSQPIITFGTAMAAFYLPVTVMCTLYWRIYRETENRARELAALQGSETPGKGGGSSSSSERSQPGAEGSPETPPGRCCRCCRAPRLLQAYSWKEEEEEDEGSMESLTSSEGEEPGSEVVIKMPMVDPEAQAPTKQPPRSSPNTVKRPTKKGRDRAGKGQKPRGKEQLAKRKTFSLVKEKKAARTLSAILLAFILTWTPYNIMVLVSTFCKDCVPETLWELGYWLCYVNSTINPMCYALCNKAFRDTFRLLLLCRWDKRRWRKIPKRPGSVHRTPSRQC
CHO parental Ca: ATP-evoked calcium signal inhibitors, parental CHO, primary screen, counter-screen for OX1R antagonist project, cell-based, fluorescence, Fluo-8 calcium dye; 0.63% of 330,000 active; parental CHO-K1, ATP-induced calcium, Fluo-8 fluorescence; inhibition, % at 5.6 µM; AID 463079, 2010;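 active = inhibition above that plate's mean sample inhibition plus 3 SD, cut at about 26% in these data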;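 note: 0% = ATP-challenged DMSO wells and 100% = DMSO wells without ATP; some compounds past the cut are filed as inactive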
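Assay system: parental CHO cells; Read-out basis: percent inhibition of ATP-evoked calcium rise, normalized to controls; Benchmarks: ATP and no-ATP DMSO wells; Compound dosing: single nominal dose of 5.6 µM per compound; Signal: Fluo-8 calcium dye fluorescence; Also added: ATP as calcium-mobilizing challenge; Repeats: singlicate.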
CHO-K1 Ca antag: counter-screen for M1 antagonists: effect in parental CHO-K1 cells. ATP-induced calcium, Fluo-8 fluorescence. inhibition, % at 3 µM. 0.6% of 360,000 active. AID 602250;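 active = inhibition above a per-plate cutoff, the plate's mean sample inhibition plus 3 SD, cut at about 24% in these data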;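 note: 0% = DMSO plus EC80 ATP and 100% = DMSO alone without ATP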
CHRM1 antagonist: human M1 muscarinic receptor antagonists, primary screen, CHO-K1 cells, Fluo-8 calcium fluorescence, 1536-well; Muscarinic acetylcholine receptor M1 (Homo sapiens), P11229; CHO-K1 hM1, ACh EC80 antagonist; AID 588852, 2011; 1.3% of 360,000 active; inhibition, % at 3 µM;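 active = percent inhibition above its own plate's cutoff, namely the mean of that plate's compound wells plus 3 SD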;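 note: peak over basal fluorescence ratio during 140 s after agonist addition; 0% = ACh EC80 plus DMSO and 100% = DMSO alone without agonist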
M4 ag: human M4 muscarinic receptor agonists, primary screen, CHO-K1 cells, Fluo-8 calcium fluorescence | 0.14% of 360,000 active | AID 624127, 2012 | activation, % at 3 µM | Muscarinic acetylcholine receptor M4 (Homo sapiens), P08173 | CHO-K1 hM4/Gqi5; vehicle 0%, full acetylcholine response 100%;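 active = activation above the run mean over all test wells plus 3 SD, cut at about 32% in these data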;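 note: peak over basal fluorescence ratio per well then scaled between controls; 0% = DMSO wells and 100% = acetylcholine at EC100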
OXTR potentiator: human OXTR potentiators, primary screen, fluorescence, CHO-OTR cells, Fluo-8 calcium; Oxytocin receptor (Homo sapiens), P30559; 0.061% of 320,000 active; Fluo-8 calcium fluorescence, potentiator mode; 0% = oxytocin EC15, 100% = EC100; activation, % at 3 µM; AID 2445, 2010;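 active = activation above that plate's cutoff, the mean activation of tested compounds plus 3 SD, cut at about 6.6% in these data, passing the limit was not always enough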;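 note: 100% uses oxytocin at 75 nM as the full agonist control; some results filed as inactive read as strong as hits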
Target sequence (P30559 whole entry, looked up): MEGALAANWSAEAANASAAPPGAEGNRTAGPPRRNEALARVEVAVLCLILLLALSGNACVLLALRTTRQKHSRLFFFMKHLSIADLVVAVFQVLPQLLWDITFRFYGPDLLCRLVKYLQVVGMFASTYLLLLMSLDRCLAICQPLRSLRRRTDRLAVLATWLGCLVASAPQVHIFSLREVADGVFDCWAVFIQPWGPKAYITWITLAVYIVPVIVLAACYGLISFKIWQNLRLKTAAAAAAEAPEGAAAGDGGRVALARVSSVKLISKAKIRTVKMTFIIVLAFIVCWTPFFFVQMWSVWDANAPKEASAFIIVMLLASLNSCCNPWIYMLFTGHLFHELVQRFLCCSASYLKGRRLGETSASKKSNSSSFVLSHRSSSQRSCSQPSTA
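Material: CHO-OTR cells, human receptor; compound dosing: single dose, 3.0 µM nominal final compound concentration; schedule: 6 min compound pre-incubation at room temperature, 100 s kinetic read; measured by: kinetic Fluo-8 calcium fluorescence; read-out basis: % activation vs EC15 and EC100 oxytocin; controls: EC15 oxytocin alone as 0%, 75 nM oxytocin as 100%; replicates: singlicate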
CHRM4 antagonist: human M4 muscarinic receptor antagonists, primary screen, CHO cells, Fluo-8 calcium fluorescence; inhibition, % at 3 µM; AID 624125, 2012; 0.73% of 360,000 active; Muscarinic acetylcholine receptor M4 (Homo sapiens), P08173; CHO-hM4 cells, ACh EC80;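 active = inhibition above its plate's cutoff, the mean inhibition of sample wells plus 3 SD, cut at about 27% in these data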;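 note: 0% = acetylcholine EC80 with DMSO and 100% = DMSO without agonist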
CHO-K1 Ca ag: counter-screen for M1 agonists: effect in parental CHO-K1 cells. Fluo-8 calcium fluorescence; scaled to maximal ATP response, vehicle zero. AID 602248, 2012. 0.48% of 360,000 active. activation, % at 3 µM; in the data active = activation above about 15%;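 note: untransfected CHO-K1 host cells lacking M1 receptor as counterscreen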
M1 PAM: human M1 muscarinic receptor positive allosteric modulators, primary screen, CHO-K1 cells, Fluo-8 calcium fluorescence, 1536-well | activation, % at 3 µM | CHO-K1 hM1, ACh EC20; 0% = ACh EC20, 100% = maximal ACh | 0.088% of 360,000 active; in the data active = activation above about 19%, passing the limit was not always enough
Numbers without * were called inactive; . = no result given. Outcome played no part in choosing rows; 2.9% or so of the library scored in one or more.

SMILES	M1 ag	CHO parental Ca	CHO-K1 Ca antag	CHRM1 antagonist	M4 ag	OXTR potentiator	CHRM4 antagonist	CHO-K1 Ca ag	M1 PAM
CCn1nnnc1SCC(=O)N1c2ccccc2Sc2ccccc21	-5	-11	-8	1	1	-2	4	0.9	-5
O=C(N/N=C/c1ccccn1)c1cc([N+](=O)[O-])cc([N+](=O)[O-])c1	-2	13	-16	-6	1	-2	-4	1.5	8
Cc1ccccc1Nc1nc(-c2sc(NC(=O)c3ccco3)nc2C)cs1	3	-13	3	7	2	-2	-5	3.6	1
CN(C)c1ccc(C(=O)Nc2ccc(CN3CCS(=O)(=O)CC3)cc2)cc1	-2	-1	-16	-2	11	0	-11	4.3	-2
CCn1c(CCCNC(=O)c2ccco2)nc2ccccc21	-7	-3	-6	-7	1	-7	-4	1.1	11
Nc1nc(SCC(=O)c2ccc([N+](=O)[O-])cc2)n[nH]1	-2	-9	-3	2	0	-8	1	-0.4	-1
Cc1ccc(-n2nnnc2SCC#N)cc1	-1	-6	-11	-16	0	-1	6	0.5	15
O=C(CS(=O)c1cccc(Cl)c1)Nc1ccccc1Cl (stereo not given)	-4	-1	0	-7	1	-3	-19	0.0	2
CC(=O)c1ccc(-c2nnc(CCC(=O)N(C)Cc3cccc4cnccc34)o2)s1	-6	-5	-2	17	1	2	8	0.8	-6
O=C(COC(=O)c1ccc(F)c(S(=O)(=O)N2CCOCC2)c1)NCc1ccc(F)cc1	1	-17	-8	-6	4	1	4	0.8	12
CC(=O)N1CCN(C(=O)c2ccc(C(=O)c3ccccc3)cc2)CC1	-5	-9	0	-12	0	2	5	0.4	11
Cc1ccc(CC(=O)N/N=C/c2ccc(OC(=O)c3ccc([N+](=O)[O-])cc3)cc2)cc1	-5	-5	-3	5	0	-1	4	0.3	-9
O=C(NCc1ccccn1)c1ccccc1OCc1ccc(Cl)cc1Cl	-5	-30	-15	5	6	-4	0	2.1	0
CCOC(=O)CN(C(=O)CCC(=O)Nc1cc(C)on1)C(C(=O)NC1CCCC1)c1cccnc1 (stereo not given)	-4	0	-11	-11	1	-13	-4	0.6	7
Cc1ccccc1-c1cnc(C(O)c2ccc(Cl)cc2C)[nH]1 (stereo not given)	-1	.	-7	-7	5	.	-9	3.8	2
O=C(NCCOc1ccc(Cl)cc1)C1CC(=O)N(c2ccc3c(c2)OCCO3)C1 (stereo not given)	-4	-3	-17	-7	3	-4	-17	1.7	7
COCCCN(Cc1cccs1)S(=O)(=O)c1csc(C(N)=O)c1	-2	-5	5	0	2	-5	3	0.0	1
COc1ccccc1Oc1nc2c(c(=O)n(Cc3ccccc3F)c(=O)n2C)n1C	-1	-5	-4	13	0	-1	11	0.2	-4
CCCCCCN1C(=O)C(O)=C(C(C)=O)C1c1ccccc1[N+](=O)[O-] (stereo not given)	-5	.	1	0	1	.	-10	2.2	7
Cc1ccc(N2CC(C(=O)Nc3ccc(S(=O)(=O)Nc4ncccn4)cc3)CC2=O)cc1C (stereo not given)	1	5	-1	2	2	3	0	0.5	-1
NC(=O)C1CCN(c2ccc(S(=O)(=O)N3CCC(Cc4ccccc4)CC3)cn2)CC1	-1	8	5	-4	5	-9	0	19*	7
CC1(C)Cc2c(sc(NC(=O)/C=C/C(=O)O)c2C#N)CO1	-2	-5	-7	-6	0	0	7	0.8	9
CCOc1ccc(C2CC(=O)NC3=C2C(=O)CCC3)cc1Cl (stereo not given)	-5	6	-9	-39	1	-5	2	1.8	7
Cc1cc(NC(=O)Nc2ccc(Cl)cc2)no1	2	2	0	-12	7	-8	-8	3.0	3

A second format for part of the listing above.
O=C(NCc1ccccn1)c1ccccc1OCc1ccc(Cl)cc1Cl
  M1 ag: -5	CHO parental Ca: -30	CHO-K1 Ca antag: -15	CHRM1 antagonist: 5	M4 ag: 6	OXTR potentiator: -4	CHRM4 antagonist: 0	CHO-K1 Ca ag: 2.1	M1 PAM: 0

COCCCN(Cc1cccs1)S(=O)(=O)c1csc(C(N)=O)c1
  M1 ag: -2	CHO parental Ca: -5	CHO-K1 Ca antag: 5	CHRM1 antagonist: 0	M4 ag: 2	OXTR potentiator: -5	CHRM4 antagonist: 3	CHO-K1 Ca ag: 0.0	M1 PAM: 1

Later entries
SMILES	M1 ag	CHO parental Ca	CHO-K1 Ca antag	CHRM1 antagonist	M4 ag	OXTR potentiator	CHRM4 antagonist	CHO-K1 Ca ag	M1 PAM
O=C(c1cnn(-c2ccccc2)c1-n1cccc1)N1CCN(C2CCCCC2)CC1	-9	-7	10	-7	3	-1	-7	0.2	-2
CCC(C)NC(=O)C1(NC(=O)Nc2ccccc2)CCCCC1 (stereo not given)	-4	-5	-6	1	0	-11	12	0.2	3
Cc1ccc(NC(=O)c2cc(-c3ccco3)on2)cc1	-5	15	1	5	1	-9	-5	0.1	1
CCCn1nc(NC(=O)c2cccs2)c2cc3cccc(C)c3nc21	-2	-18	-9	-14	-1	-7	-9	0.4	7
CCOc1ccc(NC(=S)NC(=O)Cc2ccccc2)cc1	-3	3	-22	-1	0	-4	1	0.7	-1
CC1(C)C2CCC1(CS(=O)(=O)NCc1ccc(Cl)cc1Cl)C(=O)C2 (stereo not given)	-6	-23	-20	-7	4	-12	10	3.0	3
CC(C)CNC(=O)C1(C)CCCCCN1C(=O)c1cccnc1 (stereo not given)	-2	.	3	-9	0	.	-33	0.0	2
O=C(COC(=O)c1ccncc1)Nc1cc(S(=O)(=O)N2CCOCC2)ccc1Cl	-3	-2	-21	-2	4	-4	-18	0.4	-2
COc1cccc(CNC(=O)CCc2nnc3ccc(NCCCN4CCCC4=O)nn23)c1	-2	-7	-2	-2	1	-5	-2	-0.2	5
COc1cccc2c1OCC(CN1CCN(Cc3ccccc3)C(CCO)C1)=C2 (stereo not given)	-7	-7	5	15	2	-2	3	1.4	-7
Cc1ccc(NC(=O)Cn2nnc(-c3ccccc3-n3cnnn3)n2)c(C)c1	-7	-8	0	0	0	-9	-1	-0.3	3
Cc1nnc(SCC(=O)Nc2ccc3c(c2)OCO3)[nH]c1=O	-2	-6	-2	-2	1	1	13	-0.2	2
c1ccc2c(c1)-c1cccc3cncc-2c13	-5	.	-30	-21	1	.	6	0.2	4
O=C(CSc1ncn[nH]1)NCc1ccc(Cl)cc1	-2	8	1	-11	0	-3	-13	0.6	6
COc1ccc(C(=O)OCC(=O)c2ccccc2)cc1S(=O)(=O)N1CCOCC1	-2	8	-5	-14	4	6	0	1.5	3
C=CCc1c(C)nc(SC)nc1Nc1ccc(C(C)=O)cc1	-6	-32	2	-18	-1	-5	0	-0.3	0
O=C(Cn1ccc2cc(S(=O)(=O)N3CCCC3)ccc21)NCCc1ccccc1	-1	-4	3	-9	3	-19	-4	1.0	9
CNC(=O)c1c(NC(=O)c2ccc(S(=O)(=O)N3CCCCC3C)cc2)sc2c1CCN(C)C2 (stereo not given)	-5	-15	-2	-4	4	3	-2	2.0	1
COc1ccccc1CNC(=O)COC(=O)c1ccc(N2CCCC2=O)cc1	-3	-15	4	3	0	-2	-3	0.6	0
CSc1cccc(NC(=O)c2cnn3ccccc23)c1	-4	-3	-9	-9	5	-5	5	1.5	5
COc1ccc(Br)cc1C(=O)Nc1cccc2ncccc12	-5	-20	-14	1	2	-1	-2	1.4	2
Cc1cccc(C)c1OCCn1nc(C(=O)O)c2ccccc2c1=O	3	-16	0	-14	6	-20	14	2.0	2
O=C(NCCN1CCCC1)c1ccccc1Cl	-8	-13	-4	2	1	-10	1	7.8	-1
O=C(c1ccccc1)N1CCN(CCc2ccccn2)CC1	-11	-5	-5	6	1	1	4	0.8	-5
O=C(c1cc(S(=O)(=O)N2CCOCC2)ccc1Cl)N1CCOCC1	-3	-6	-11	-11	1	-4	8	0.1	5
COc1ccc2oc(C(=O)OCC(=O)N(C)C3CCS(=O)(=O)C3)c(C)c2c1 (stereo not given)	-8	-13	-3	8	2	-9	-5	0.6	-4
CCOCCCNC(=O)CN1C(=O)CSc2ccc(S(=O)(=O)N3CCOCC3)cc21	-1	-8	-15	-7	0	0	-9	1.3	5
COCCn1c(-c2ccc(-c3ccccc3Cl)o2)nc2c1c(=O)[nH]c(=O)n2CC(C)C	-2	1	-1	-6	0	-16	1	0.0	8
O=C(c1ccccc1-c1ccccc1)N1CCCCC1	-6	-14	-2	-4	0	-2	-7	0.3	7
O=C(O)C1CCC(N2C(=O)C3CCCCC3C2=O)CC1 (stereo not given)	-2	0	9	17	0	-2	-3	-0.1	-4
CCOC(=O)CNC(=O)CNC(=O)c1ccc(OCC(C)C)cc1	-2	-6	-6	-1	0	-9	0	-0.3	4
CCCCn1c(=O)[nH]c(=O)c2c1nc(-c1ccncc1)n2CCOC	-3	-4	-15	-9	0	-4	5	0.4	8
c1ccc(NC2=NCCCCS2)cc1	-5	-11	16	2	0	0	10	0.0	-1
c1ccc(-c2cc3nc(NCc4cccs4)ccn3n2)cc1	2	.	-10	-4	8	.	-1	2.4	1
COc1ccc(C(CC(=O)N2CCCCC2)C(C)C)cc1 (stereo not given)	-3	-20	-1	-11	-1	-1	-1	0.2	6
Cc1ccc(S(=O)(=O)NC(=O)Nc2ccc(F)cc2)cc1	-2	-3	6	-7	0	-4	3	-0.2	8
COc1cccc(OCC(O)CN2CCc3ccccc3C2)c1 (stereo not given)	-3	-19	-17	-20	1	2	-7	1.4	22
COCCNC(=O)c1ccccc1NC(=O)c1ccccc1N(C)S(C)(=O)=O	-6	8	-4	0	0	-6	-16	0.1	2
O=C(Cc1ccc(NC2=NC3CS(=O)(=O)CC3S2)cc1)NCc1ccccc1 (stereo not given)	-3	5	7	-2	1	2	9	0.6	1
CN1CCN(CC#CC(C)(O)C2CC3C=CC2C3)CC1 (stereo not given)	-6	-18	-7	4	0	-3	5	0.2	-4
CC(=O)Nc1ccc(NC(=O)Cn2ccc([N+](=O)[O-])n2)cc1	-3	-9	-7	0	0	4	-7	0.2	-1
COc1ccc(C(=O)OCC2CC(c3ccccc3)=NO2)cc1OC (stereo not given)	-7	-5	0	-3	8	2	-3	3.3	0
Cn1c(CNC(=O)CNS(=O)(=O)c2ccc(F)cc2F)cc(=O)n(C)c1=O	0	-3	-18	-13	0	-4	-23	0.1	19
O=c1/c(=C\c2ccc(O)cc2)sc2nc(-c3ccccc3)c(-c3ccccc3)n12	0	-7	2	-8	0	-10	-7	12	5
O=c1c2ccccc2c(=O)n2n1Cc1ccccc1C2	11	-3	14	-7	2	-9	-8	14	13
Cc1[nH]c(=S)n(CC2CCCO2)c1C (stereo not given)	-3	-4	-12	-22	0	-2	-9	0.4	10
O=C1CCCc2c1nc(-c1ccco1)n2O	-3	-4	-1	-14	1	-16	3	-0.1	0
